# NPYLR7 agonist – mosquito NPYLR7 agonism; HEK293T NPYLR7/Galpha15, GCaMP6s calcium fluorescence; activation, % at 10 µM; 270,000 tested, 0.15% active; in the data active means activation above about 40%;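 further: 0% = vehicle and 100% = reference agonist at the receptor; some compounds past the cut are filed as inactive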
# mcGAS inh – mouse cGAS inhibition by luminescence; inhibition, % at 12.5 µM; Q8C6L5; recombinant cGAS, Kinase-Glo ATP depletion luminescence; 160,000 tested, 0.15% active;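 further: 0% = negative control wells and 100% = reference inhibitor with no enzyme activity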
# hcGAS inh – human cGAS inhibition; AID 1259398; recombinant h-cGAS, ATP depletion, Kinase-Glo luminescence; inhibition, % at 12.5 µM; Q8N884; 290,000 tested, 0.081% active;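 further: 0% = vehicle reaction and 100% = reaction without DNA for no activity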
# Target sequence (Q8N884 whole entry, looked up): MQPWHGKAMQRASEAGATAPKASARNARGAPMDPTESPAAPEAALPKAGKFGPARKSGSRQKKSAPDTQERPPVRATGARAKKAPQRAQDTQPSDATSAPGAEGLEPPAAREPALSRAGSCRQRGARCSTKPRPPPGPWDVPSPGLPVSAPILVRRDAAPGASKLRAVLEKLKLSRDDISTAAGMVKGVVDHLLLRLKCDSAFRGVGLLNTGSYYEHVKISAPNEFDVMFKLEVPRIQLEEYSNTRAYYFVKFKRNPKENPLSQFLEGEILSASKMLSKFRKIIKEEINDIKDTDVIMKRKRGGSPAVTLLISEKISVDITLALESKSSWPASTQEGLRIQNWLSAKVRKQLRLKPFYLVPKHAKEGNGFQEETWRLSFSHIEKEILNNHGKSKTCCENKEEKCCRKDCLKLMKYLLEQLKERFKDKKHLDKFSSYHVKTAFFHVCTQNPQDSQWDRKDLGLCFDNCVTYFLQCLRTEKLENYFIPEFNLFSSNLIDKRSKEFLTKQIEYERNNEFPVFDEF
# The depositor's hits bear a star; x = no result given. Unless noted, no stated cut-off is given here; in the data, active means inhibition above about 40%; inactive means the rest.
SMILES,NPYLR7 agonist,mcGAS inh,hcGAS inh
CSc1nnc2c(n1)OC(c1ccc(O)c(O)c1)Nc1ccc(Br)cc1-2 (stereo unspecified),7,2,3
CC(=O)Nc1ccc(S(=O)(=O)Nc2cccc(-c3ccc4nncn4n3)c2)cc1,-10,-5,0
C=CCNC(=O)Cn1cnc2c(nnn2CC)c1=O,0,x,0
COc1ccc(CCN(Cc2ccc(C)o2)C(=O)CN(CCN2CCOCC2)C(=O)Nc2ccccc2)cc1OC,-2,-4,-4
COc1ccc(-c2cc(C(F)(F)F)n3ncc(C(=O)Nc4sc5c(c4C#N)CCC(C(C)(C)C)C5)c3n2)cc1 (stereo unspecified),8,-4,-6
Cc1noc(N)c1C(=O)OCc1coc(-c2ccccc2)n1,8,-6,-6
CCc1ccc(C(=O)Nc2c(-c3cccc(Cl)c3)nc3ccc(C)cn23)cc1,5,-11,-4
O=C(c1cnn2c1CCCC2)N(CC#Cc1ccccc1)C1CC1,-3,-16,-7
CCNC(=O)N(CC(=O)N(CCc1c[nH]c2ccccc12)Cc1ccc(Cl)cc1)C1CC1,4,-3,-4
O=C(Cn1c2ccccc2c2ncn(Cc3ccccc3)c(=O)c21)NCCc1ccccc1,0,-7,-3
COc1cc(/C=C\C(=O)NCc2ccc3c(c2)cc(C)n3C)cc(OC)c1OC,6,-9,-5
CC(C)NS(=O)(=O)c1ccc(NC(=O)C23CC4CC(CC(Br)(C4)C2)C3)cc1,3,x,-5
CCn1ncnc1CN1CC[C@@H](c2ccc3ccccc3c2)[C@H](O)C1,5,-18,-2
Cc1ccc(C(=O)Nc2ccc(Cl)cn2)cc1S(=O)(=O)N1CCCCC1,-10,3,7
COc1cccc(CN2CCCC(CCC(=O)Nc3ccc(C(F)(F)F)cc3)C2)c1O (stereo unspecified),-6,-2,6
CC1(C)C/C(=N\O)C(C)(C)c2ccccc21,13,x,-3
CCC(=O)Nc1cccc(C(=O)NC(C)c2cn3ccsc3n2)c1 (stereo unspecified),5,x,-6
Cc1c(C(=O)N(CC(N)=O)C(C)C)oc2ccc(Br)cc12,2,-4,-7
O=C(c1cccs1)N(Cc1cccc(Cl)c1)CC1CC(c2ccccc2F)=NO1 (stereo unspecified),25,-10,-9
Cc1cc(O)c(CN(C)Cc2ccc3c(c2)OCO3)cc1C(C)C,-2,-9,-6

# Given with two lines to a compound: entries from further up.
# Each structure is followed by: NPYLR7 agonist	mcGAS inh	hcGAS inh
Cc1ccc(C(=O)Nc2ccc(Cl)cn2)cc1S(=O)(=O)N1CCCCC1
→ -10	3	7
COc1cccc(CN2CCCC(CCC(=O)Nc3ccc(C(F)(F)F)cc3)C2)c1O (stereo unspecified)
→ -6	-2	6
CC1(C)C/C(=N\O)C(C)(C)c2ccccc21
→ 13	x	-3
CCC(=O)Nc1cccc(C(=O)NC(C)c2cn3ccsc3n2)c1 (stereo unspecified)
→ 5	x	-6

# Remaining list, next part.
SMILES,NPYLR7 agonist,mcGAS inh,hcGAS inh
COc1ccccc1CN1CCC(CN(CC(C)C)C(=O)c2scnc2C)CC1,10,-10,-9
CC(C)c1nc2ccccc2c2c1C(=O)N(CCCN(C)c1ccccc1)C2=O,-3,-3,-7
CC1(C(=O)NS(=O)(=O)c2cccc(Cl)c2)CCN1C(=O)C1(c2ccc(Cl)cc2)CCC1 (stereo unspecified),1,x,-13
CC(=O)c1cc2c(cc1NC(=O)CN(C)CC1OCCO1)OCO2,-7,-3,-3
O=C(NCc1ccco1)C(C1CCCC1)N1CCN(C(=O)/C=C/c2ccccc2)CC1 (stereo unspecified),-2,x,-1
CC(=NNC(N)=O)C1CCCCC1,-5,-1,-8
Cc1ccn(CC(=O)N2CCCC(C(=O)c3ccc(-c4ccccc4)cc3)C2)n1 (stereo unspecified),-4,x,-3
COCCN(Cc1cccc(OS(=O)(=O)c2ccc(F)cc2)c1)C(=O)Nc1ccc(OC)cc1OC,19,-4,-1
COc1cccc(CNC(=O)c2ccc(-c3cc(-c4ccc(N5CCCCC5)cc4)n[nH]3)cc2)c1,x,-6,-2
CNc1cncc(-c2ccccc2NC(C)=O)n1,3,x,-16
CC(C)c1[nH]nc(C(=O)N(C)Cc2ccccn2)c1Br,11,-9,-12
N=C1OC(c2ccccc2)CC1c1nc2ccccc2s1 (stereo unspecified),2,x,-4
CCN(C)C(=O)c1ccc(C2CCCN2C(=O)CSc2nccn2C)s1 (stereo unspecified),18,x,-7
CCC(C)C(NC(=O)Nc1cccc(C(F)(F)F)c1)C(=O)Nc1nnc(-c2ccc(C)cc2)s1 (stereo unspecified),-9,1,3
c1ccc2c(c1)oc1c(N3CCCC3c3ccc4c(c3)OCCO4)ncnc12 (stereo unspecified),3,x,-9
Fc1cccc(F)c1CCC1CCCN(Cc2cscn2)C1 (stereo unspecified),2,-12,-3
CN(C)c1ccc(CNC(=O)Cn2ccc(=O)c3ccccc32)cc1,5,x,-12
O=C1CSC(c2cccs2)N1c1ccccc1F (stereo unspecified),-6,-8,-5
COCCN(Cc1csc(COc2c(OC)cccc2OC)n1)C(=O)c1cccc(OC)c1,16,-5,-8
CSCCCNc1ccc(-c2n[nH]c(C)n2)cc1,18,x,-10
Cc1ccc(/C=C/C(=O)N2CCCC(CS(N)(=O)=O)C2)cc1 (stereo unspecified),-13,1,0
CC(C)N(CC(=O)N1CC(=O)N(c2ccc(F)cc2)C1)C(=O)c1ccc(Cl)cc1Cl,-5,-2,-4
CNS(=O)(=O)c1cccc(C(C)NCc2ccc(F)c(F)c2)c1 (stereo unspecified),-1,x,-12
Cc1ccc(NCc2cccnc2N(C)Cc2ccccc2)nn1,-1,x,-6
COc1cc(NCCc2ccc(OC)c(O)c2)ncn1,2,x,-3
Cc1c(=O)n(OCc2ccc(Cl)cc2)c2ccccc2[n+]1[O-],-4,x,3
CCOC(=NCCN1CCOCC1)NC(=O)c1ccc(C)cc1,22,-4,-10
Cc1ccc(CN(CCN(C)C)C(=O)CCn2c(=O)oc3ccccc32)o1,3,x,-1
CC(C)CC(=O)C(=O)NCC1CCN(c2cnn(C)c(=O)c2)C1 (stereo unspecified),6,-12,-5
Oc1ccc[n+](Cc2cccc(Br)c2)c1,7,-11,-4
CCN(CC)S(=O)(=O)c1ccc(O)c(NC(=O)COc2ccc(Cl)cc2)c1,6,-10,-5
O=C(c1cc(Cl)cnc1Cl)N1CCN(C(c2ccccc2)c2ccc(Br)cc2)CC1 (stereo unspecified),4,-6,-5
CCN(CCC(F)(F)F)C(=O)c1n[nH]c(C2CC2)c1Cl,-6,1,5
O=C(NCc1nnc(SCc2ccc(F)cc2)n1-c1cc(Cl)ccc1Cl)c1ccc2c(c1)OCO2,x,-5,-6
Cc1cc(CNC(=O)C2CCCN(C3CCN(C(=O)C4CC4)CC3)C2)no1 (stereo unspecified),5,-12,-2
CCOC(=O)Cc1c(C)nc2ncnn2c1N1CCN(C(=O)c2cc(Cl)sc2Cl)CC1,16,-4,6
COc1ccc(CCNC(=O)c2cc(Cl)ccc2NS(=O)(=O)c2cc(C)ccc2OC)cc1,3,-5,-1
O=C(CCl)NCCCCCCCCCNC(=O)CCl,3,x,1
CC1(C)CC(=O)c2cnc3c([N+](=O)[O-])c(N)nn3c2C1,-2,x,-12
Cc1ccc(OCC(O)CNC(=O)C2CCN(C(=O)N(C)C)CC2)c(C)c1 (stereo unspecified),10,x,0
COc1ccc(CN(CC(O)COc2ccccc2C)CC2CCCO2)cc1OC (stereo unspecified),10,-5,-5
N#Cc1cccc(C(=O)Nc2ccnn2C2CCCC2)c1,5,-8,-10
CCOCCCN(Cc1nc(C(=O)OC)cs1)S(=O)(=O)c1ccc(C(C)(C)C)cc1,-4,-6,-16
OCCSCCOc1cccc2c(OCCSCCO)cccc12,9,x,2
CC(=O)Nc1cc(NC(C)=O)cc(C(=O)Nc2ccc(C(C)(C)C)cc2)c1,5,x,-5
CCOC(=O)C1CCCN(C(=O)c2nn(-c3cccc(F)c3)c(=O)n(Cc3cccc(C)c3)c2=O)C1 (stereo unspecified),12,-7,-6
CCOc1ccccc1C(=O)Nc1ccc(N2CCN(C(=O)c3cccnc3Cl)CC2)nc1,-3,-7,-6
C=CCC1(CC=C)CCCN1C(=O)c1cnc[nH]c1=O,3,-3,-1
Cc1cccc(S(=O)(=O)NCCNc2ccc(Nc3ccncc3)nn2)c1,12,x,-8
Cc1cnc2n(c1=O)C(CC(=O)NCCc1ccccc1)CS2 (stereo unspecified),-2,x,2
Cc1cnc(C(=O)NC2(c3ccccc3)CCOCC2)cn1,0,x,-2
CCCCN(CC(=O)Nc1c(-c2ccccc2)c(C)nn1-c1ccc(OC)cc1)C(=O)Nc1ccc(F)c(Cl)c1,0,-5,-8
CC1(C)Cc2ccccc2-c2nc3[nH][nH]c(=S)n3c(=O)c21,-21,x,5
Cc1ccccc1Nc1nnc(C)c2ccccc12,-18,x,-7
CCOC(=O)CCC(=O)N1CCC(n2c(=O)oc3ccc(OC)cc32)CC1,4,-6,-10
CN(Cc1cccs1)C(=O)CNc1cc(C(N)=O)c(F)cc1F,-4,x,3
Cc1cccc(C)c1OCC(C)NC(=O)N1CCC2(CC1)OCCO2 (stereo unspecified),-1,x,2
CCOC(=O)C(Cc1ccc(Cl)cc1)NC(=O)c1cc2cccnc2n(-c2ccc(F)cc2)c1=O (stereo unspecified),-8,-4,-8
Cc1nc(NCCNC(=O)Nc2ccc3c(c2)OCO3)cc(-n2ccnc2C)n1,-13,0,2
N#C/C(=C\c1cccc2c1OCCCO2)c1nc2cc(Cl)ccc2c(=O)[nH]1,-7,x,2

# The list continues:
SMILES,NPYLR7 agonist,mcGAS inh,hcGAS inh
COc1ccc(N2CCN(C(CNC(=O)c3cccc([N+](=O)[O-])c3)c3ccco3)CC2)cc1 (stereo unspecified),8,x,-4
NC(=O)Cn1cc(CN2CCCC(C(=O)c3ccc(Cl)cc3)C2)c2ccccc21 (stereo unspecified),8,-9,-8
COC(=O)C1=C(C)NC(C)=C(C(=O)OC)C1c1ccccc1Cl,6,-5,-2
CSc1ncc(C(=O)NCC(=O)Nc2ccccc2Br)n1-c1ccccc1,-1,-8,-5
CCOC(=O)C1CCCN(C(c2ccc(OCC)cc2)C2Sc3nc(C)nn3C2=O)C1 (stereo unspecified),1,-8,-11
CCCCCn1nc(C(=O)NC2(C)CCS(=O)(=O)C2)c2ccccc2c1=O (stereo unspecified),-14,x,5
CC(C)(C)c1ccc(Oc2ccc(NC(=O)C3CCC(C(C)(C)C)CC3)c3c2C(=O)c2ccccc2C3=O)cc1 (stereo unspecified),9,-6,-7
COc1ccc(-c2nnc3c4ccccc4nc(NCc4ccco4)n23)cc1,5,x,-1
Cc1cc(C)cc(-n2c(SCC(=O)NCC3CCCO3)nc3c(c2=O)SCC3)c1 (stereo unspecified),-6,-8,-5
O=C(Cc1cccs1)N1CCN(c2nc(C3CC3)nc3sc4c(c23)CCCCC4)CC1,x,0,-2
CC(C)COc1nc(-c2cccc(C(F)(F)F)c2)n(-c2ccc(NC(=O)c3ccc(Cl)c([N+](=O)[O-])c3)cc2)n1,26,-8,-4
CCOc1ccc(NC(=O)CSc2nc3ccc(C)cc3[nH]2)cc1,-7,-7,-6
COc1ccc(C2=NOC(CN(Cc3ccccc3Cl)C(=O)C3CCC3)C2)cc1 (stereo unspecified),x,-1,3
CCN(CC)CC(=O)N1N=C(c2ccccc2F)CC1c1ccc(C)cc1C (stereo unspecified),-2,-1,2
O=C(Nc1ccncc1)c1cn(CC2CCCO2)cc2c(=O)n(-c3ccccc3)nc1-2 (stereo unspecified),7,-10,-6
C=CCC(O)(CC=C)C(C)NC(=O)CCC1(CC)CCC(=O)N1 (stereo unspecified),9,x,-10
CC1(COC(=O)c2ccc(-n3cccc3)cc2)COC1,5,x,-6
Cc1ccc(-n2nnc3c(=O)n(CC(=O)Nc4ccccc4C)cnc32)cc1,-3,x,1
CCc1ccc2nc(N(Cc3cccnc3)C(=O)C3=COCCO3)sc2c1,-14,-8,-4
Cc1cc(NC(=O)Nc2ccc(N(C)C)cc2C)n(C)n1,-23,x,-9
O=c1cc(CSc2nnc(Cc3cccs3)n2C2CC2)nc2sccn12,0,-5,-7
Cc1cccc(N(CC(=O)NCCN2CCNC2=O)S(C)(=O)=O)c1,-1,-11,-3
O=C1CN2CC(c3ccccc3S2(=O)=O)N1Cc1ccccc1 (stereo unspecified),-4,-3,0
CS(=O)(=O)N1CCN(CN2C(=O)C(=O)c3c(Cl)ccc(F)c32)CC1,4,x,-6
CCOC(=O)c1cnn(-c2cccc(NC(=O)NC3CCN4CCCCC34)c2)c1C (stereo unspecified),0,x,-3
COc1cc(OC)c(OC)cc1CNC(=O)N1CCCN(C2CC2)CC1,-6,x,-16
Cc1ccc(C(=O)CSc2ncc(C(=O)Nc3ccccc3)c(=O)n2C)cc1,9,x,-4

# 6 entries drawn at random from those above:
SMILES,NPYLR7 agonist,mcGAS inh,hcGAS inh
O=c1cc(CSc2nnc(Cc3cccs3)n2C2CC2)nc2sccn12,0,-5,-7
O=C1CN2CC(c3ccccc3S2(=O)=O)N1Cc1ccccc1 (stereo unspecified),-4,-3,0
COc1cc(OC)c(OC)cc1CNC(=O)N1CCCN(C2CC2)CC1,-6,x,-16
CS(=O)(=O)N1CCN(CN2C(=O)C(=O)c3c(Cl)ccc(F)c32)CC1,4,x,-6
CCOC(=O)c1cnn(-c2cccc(NC(=O)NC3CCN4CCCCC34)c2)c1C (stereo unspecified),0,x,-3
Cc1cccc(N(CC(=O)NCCN2CCNC2=O)S(C)(=O)=O)c1,-1,-11,-3

# Compounds as they come, and some 0.27% of all compounds hit somewhere here.
